TEAD-YAP block – TEAD-YAP interaction inhibition | AID 1259422 | 640,000 tested, 1.4% active | inhibition, % at 9.12 µM | HEK-TIYL cells, TEAD-Gal4/YAP UAS-luciferase luminescence; in the data active means inhibition above about 32%;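 further: 0% = median of test compound wells and 100% = reference inhibitor wells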
FBW7 activator – human FBW7 E3 ligase activation, primary screen; 650,000 tested, 0.13% active; normalized activity (activation), % at 26.1 µM; AID 1259310; AlphaScreen FBW7–phospho-cyclin E peptide binding, activator screen; in the data active means normalized activity above about 1.9%;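 further: purified mutant Fbw7 with reduced substrate affinity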
Target sequence (Q969H0 whole entry, looked up): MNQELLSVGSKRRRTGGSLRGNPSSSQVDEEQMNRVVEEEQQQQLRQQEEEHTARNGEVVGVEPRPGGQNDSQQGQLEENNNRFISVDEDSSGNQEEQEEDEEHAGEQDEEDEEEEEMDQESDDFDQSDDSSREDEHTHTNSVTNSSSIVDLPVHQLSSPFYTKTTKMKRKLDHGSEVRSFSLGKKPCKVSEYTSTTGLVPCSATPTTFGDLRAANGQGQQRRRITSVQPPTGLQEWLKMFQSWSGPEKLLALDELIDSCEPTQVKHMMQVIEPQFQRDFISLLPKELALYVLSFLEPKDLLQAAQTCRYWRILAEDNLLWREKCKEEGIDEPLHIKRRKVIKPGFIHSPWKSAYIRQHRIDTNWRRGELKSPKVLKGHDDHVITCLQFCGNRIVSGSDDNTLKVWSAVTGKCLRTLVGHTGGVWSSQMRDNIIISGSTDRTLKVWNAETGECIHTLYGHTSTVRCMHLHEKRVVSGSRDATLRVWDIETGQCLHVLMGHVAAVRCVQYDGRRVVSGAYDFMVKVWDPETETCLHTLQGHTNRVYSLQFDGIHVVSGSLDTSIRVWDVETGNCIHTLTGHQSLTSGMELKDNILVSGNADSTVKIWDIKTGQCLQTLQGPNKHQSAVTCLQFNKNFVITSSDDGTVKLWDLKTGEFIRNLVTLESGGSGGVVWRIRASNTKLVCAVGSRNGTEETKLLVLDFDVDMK
MITF inh – human MITF inhibition, primary screen; O75030; AlphaScreen MITF homodimerization, bead proximity signal; inhibition, % at 2.6 µM; 650,000 tested, 0.91% active; in the data active means inhibition above about 50%;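 further: 0% = vehicle wells with protein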
GPR151 ag – activators of human GPR151. PathHunter beta-arrestin GPR151 cells, luminescence. activation, % at 11.2 µM. 650,000 tested, 1% active. Q8TDV0; in the data active means activation above about 4.9%;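 further: 0% = median of compound wells and 100% = cells with positive control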
Target sequence (Q8TDV0 whole entry, looked up): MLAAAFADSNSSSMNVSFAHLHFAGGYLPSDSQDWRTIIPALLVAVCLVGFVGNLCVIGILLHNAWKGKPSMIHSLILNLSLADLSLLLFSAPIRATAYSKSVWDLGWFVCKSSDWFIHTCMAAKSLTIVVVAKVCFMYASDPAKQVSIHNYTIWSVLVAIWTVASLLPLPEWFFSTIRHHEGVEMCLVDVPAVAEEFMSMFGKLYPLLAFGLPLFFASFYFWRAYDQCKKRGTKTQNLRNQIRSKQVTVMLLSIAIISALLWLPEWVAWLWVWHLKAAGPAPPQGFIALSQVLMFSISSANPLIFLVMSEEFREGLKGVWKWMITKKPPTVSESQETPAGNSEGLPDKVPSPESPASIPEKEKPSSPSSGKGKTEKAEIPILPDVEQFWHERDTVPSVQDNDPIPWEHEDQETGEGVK
* marks the source's active call; other numbers are inactive results; & = joins results of further samples.

SMILES	TEAD-YAP block	FBW7 activator	MITF inh	GPR151 ag
C=CCn1c(=C(C#N)C#N)s/c(=C\c2ccc(OC(F)F)cc2)c1=O	-15	0.0	-4	-0.2
CSc1nnc(C)c(=O)n1COC(=O)c1cc(Br)ccc1Cl	11	0.1	5	-0.7
O=c1ccc(-c2cccs2)nn1C[C@@H]1CCCN1	-1	0.2	18	-0.9
COc1ccccc1N1C(=O)NC(=O)/C(=C/c2ccc(OC)c3ccccc23)C1=O	-8	0.4	13	-0.7
Cc1ccc(NC(=O)C2CCN(S(=O)(=O)c3ccc4c(c3)oc(=O)n4C)CC2)c(C)c1	-43	-0.2	-4	0.7
CCCCN(CC)S(=O)(=O)c1ccc(C(=O)Nc2sccc2C#N)cc1	13	0.3	12	1.1
Cc1nnc(SCC(=O)NCC2CCCCC2)n(N)c1=O	-4	-0.2	0	0.8
O=C1OC(c2ccccc2F)=N/C1=C\c1ccc(Cl)cc1	-9	0.1	7	0.8
NC(N)=NS(=O)(=O)c1ccc(N)cc1	-14&-9	0.0&0.3&0.3	14&34&16	-1.4&-1.9&-1.4
NC(=S)N/N=C/CCn1c(=S)sc2ccccc21	4	0.1	-8	2.5
CCOC(=O)CNC(=O)CSc1nnc(-c2cccs2)n1C	-3	0.1	-23	2.2
CCOC(=O)N1CCc2c(sc(NC(=O)CCSc3ccccc3)c2C#N)C1	44*	0.0	0	0.7
CCOc1c(Cl)cc(/C=N/O)cc1OC	3	-0.1	-7	-0.2
O=C(O)CCCC(=O)NNC(=O)c1cccc(Br)c1	-1	-0.1	-1	0.7
Cc1sc2nc(SCC(=O)NCc3ccccn3)[nH]c(=O)c2c1C	0	0.1	2	-1.7
Cc1ccc(N/N=C(\C#N)C(=N)N2CCCCCC2)cc1	-29	0.2	17	0.0
COCCNC(=O)c1ccc2c(c1)CC(C(=O)Nc1ccc(-c3cn[nH]c3)cc1OC)CO2 (stereo not drawn)	-7	0.2	-4	-0.5
CN(C)c1ccc(C(=O)OCC(=O)C23CC4CC(CC(C4)C2)C3)cc1	-8	0.2	4	1.1
Cn1cnnc1SCC(=O)c1cccc(Cl)c1	2	0.1	-15	-0.7
COc1cc(/C=N/NC(=O)CC(=O)NC2CCCCC2)ccc1O	11	0.1	10	-0.2
COc1cc(NC(=O)c2cncc(-c3ccccc3)c2)cc(OC)c1OC	11	0.2	-5	0.7
Oc1[nH]c2ccccc2c1C=C1N=c2ccccc2=N1	-27	0.1	4	-0.6
CC1CCN(S(=O)(=O)c2ccc(NC(=O)c3ccco3)cc2)CC1	6	0.0	10	-1.8
COc1cccc(CN2CCN(Cc3c(C)nn(C(C)C)c3C)CC2CCO)c1 (stereo not drawn)	10	-0.1	-3	-1.0
CC1=NN2C(=N)/C(=C\c3ccc(SCc4ccco4)o3)C(=O)N=C2S1	12	-0.5	12	0.1

No new results follow: an excerpt of the list.
SMILES	TEAD-YAP block	FBW7 activator	MITF inh	GPR151 ag
Cn1cnnc1SCC(=O)c1cccc(Cl)c1	2	0.1	-15	-0.7
COc1cc(/C=N/NC(=O)CC(=O)NC2CCCCC2)ccc1O	11	0.1	10	-0.2
COc1cc(NC(=O)c2cncc(-c3ccccc3)c2)cc(OC)c1OC	11	0.2	-5	0.7
Oc1[nH]c2ccccc2c1C=C1N=c2ccccc2=N1	-27	0.1	4	-0.6

More records
SMILES	TEAD-YAP block	FBW7 activator	MITF inh	GPR151 ag
CCOC(=O)/C(C#N)=C/c1cc2ccccc2nc1Cl	8	0.1	10	1.5
CCc1nn(CC(=O)NCCN(C(C)C)C(C)C)c(=O)c2cc3sccc3n12	-6	0.1	-18	3.2
COc1ccc(CCNc2nc(N3CCc4ccccc4C3)nc3c2ncn3C(C)C)cc1	-10	0.3	7	1.9
CN1C[C@@H]2C[C@@H](c3cnn(-c4ccccc4Cl)c3)N3CCC[C@@]23C1=O	6	0.2	4	3.9
CCCC(=O)n1nc(NCc2ccccc2)nc1NCc1ccccc1	-9	0.1	11	6.9*
Cc1ccc(N=Cc2ccc(O)c(O)c2O)cc1F	10	-0.2	69*	-0.6
NS(=O)(=O)c1ccc(S(=O)(=O)Nc2cccc(C(F)(F)F)c2)cc1	-5	0.1	-12	0.6
CCCCC(=O)Nc1c2c(nn1-c1ccc(C)cc1)CS(=O)(=O)C2	6	0.2	6	-0.5
COc1ccc(CN2CCNC(=O)C2CC(=O)NCCC2=CCCCC2)cc1OC (stereo not drawn)	-8	-0.1	-13	1.1
COc1ccc(CNS(=O)(=O)c2cc(C(=O)Nc3ccccc3C(F)(F)F)ccc2F)cc1	-5	0.0	-14	0.4
CN1CCN(S(=O)(=O)c2cccc3cccnc23)CC1	4	0.6	17	-0.9
CCn1nc(C)c(CNC2CCN(c3nc(C)c4cc(C)c(C)cc4n3)CC2)c1C	1	0.2	-1	-0.5
CC(=O)N(CN1C(=O)CCC1=O)c1cccc(Cl)c1	7	-0.1	4	1.7
CCC(=O)C1=C(c2ccc(Cl)c(Cl)c2)N(C(=O)CC)n2cnnc2S1	18	-0.1	-12	0.7
Cc1n[nH]c(C)c1CCC(=O)N1CCc2nnc(C(C)C)n2CC1	10	0.1	-5	0.7
COC(=O)[C@@H]1CCCN1Cc1nc(-c2ccc(OC)cc2)no1	-17	0.2	17	0.8
CN(C)CCOC(=O)c1ccc2[nH]c3c(c2c1)CSCC3	-9	-0.1	-8	0.7
Cc1cc(NS(=O)(=O)c2cc(C(=O)O)ccc2F)n[nH]1	-3	-0.2	4	0.0
COC(=O)c1ccccc1NC(=O)C1=CC(c2cccc(OC)c2)=NS(=O)(=O)N1C	-7	0.0	3	2.7
COc1ccc(S(=O)(=O)N2CCN=C2SCc2ccccc2)cc1	5	0.8	15	1.0
CC(=O)Nc1ccc(N(C)C)cc1[N+](=O)[O-]	10	-0.1	-2	-0.5
CC1CCN(c2nc3c(c(=O)n(Cc4ccccc4)c(=O)n3C)n2C)CC1	-3	-0.5	-16	-0.2
CCCNc1ncnc2nc(N3CCc4ccccc4C3)[nH]c12	5	0.1	21	-1.4
CCn1c(SCC(=O)Nc2cc(C)ccc2C)nnc1C(C)C	4	0.0	7	-0.7
CN1CCN(Cc2ccc(OCc3ccccc3)cc2)CC1	-21	-0.1	8	-0.4

Full records as entered above. Screens in order: TEAD-YAP block, FBW7 activator, MITF inh, GPR151 ag
O=C(O)CCCC(=O)NNC(=O)c1cccc(Br)c1 as listed: -1, -0.1, -1, 0.7
CSc1nnc(C)c(=O)n1COC(=O)c1cc(Br)ccc1Cl as listed: 11, 0.1, 5, -0.7
CCCNc1ncnc2nc(N3CCc4ccccc4C3)[nH]c12 as listed: 5, 0.1, 21, -1.4
Cc1ccc(N=Cc2ccc(O)c(O)c2O)cc1F as listed: 10, -0.2, 69*, -0.6
CC(=O)Nc1ccc(N(C)C)cc1[N+](=O)[O-] as listed: 10, -0.1, -2, -0.5

The results go on:
SMILES	TEAD-YAP block	FBW7 activator	MITF inh	GPR151 ag
CC1CC(C)(C)NC(=S)N1CC(=O)NCc1ccc(F)cc1 (stereo not drawn)	3	0.0	4	-0.3
O=C(Nc1ccc2oc(-c3ccc(Br)cc3)nc2c1)c1cc(Br)ccc1Cl	-17	0.0	-1	-0.2
Cc1cc(NC(=O)COC(=O)c2cccnc2SCC(=O)Nc2cc(C)on2)no1	-29	0.0	-2	0.6
COc1cc2[nH]c(=S)n(CCCN3CCOCC3)c(=O)c2cc1OC	-21	0.1	6	0.3
Cn1cc(C(=O)NCC2CCCO2)c2c3ccccc3n(C)c2c1=O (stereo not drawn)	4	0.1	-10	0.2
COc1ccc(C(=O)NNS(=O)(=O)N(C)C)cc1OC	3	0.0	1	1.2
O=c1sc(Nc2ccccc2)nc2ccccc12	-16	0.0	-18	-0.7
COc1ccccc1N1CCN(Cc2cccc(OC)c2OC)CC1	7	0.6	23	0.2
Cn1c(=O)[nH]c(=O)c2c1nc(Br)n2Cc1ccc([N+](=O)[O-])cc1	4	0.1	14	-0.3
CC(C(=O)N(C)Cc1ccccc1)N(c1ccccc1)S(C)(=O)=O (stereo not drawn)	-2	0.0	10	-0.3
COc1ccc(CCN(/C=C2/Sc3ccccc3C2=O)C(C)=O)cc1OC	1	0.4	-3	2.1
Cc1ccc(/C=C(\C#N)C(=O)NC2CCCCCC2)o1	-47	-0.2	-2	1.6
CC(C)CCNC(=O)CSc1nc(NCCc2ccccc2)c2ccccc2n1	10	0.8	-4	-1.3
CC(=O)c1ccc(N2CCOCC2)c(F)c1	-3	-0.2	2	-1.3
C#CCN1C(=O)S/C(=C/c2cn(CC(=O)O)c3ccccc23)C1=O	-1	0.6	15	2.2
Cc1ccc(CNC(=O)CC(C)S(=O)(=O)c2cc3c(cc2C)NC(=O)CO3)cc1 (stereo not drawn)	-2	-0.1	-11	5.3*
O=[N+]([O-])c1cccc(/C=N/Nc2nc3nonc3nc2Nc2ccc(F)cc2)c1	9	-0.3	10	0.6
Cc1ccccc1OCC(=O)NN1CC(O)=C(c2nc(-c3ccc(F)cc3)cs2)C1=N	7	0.0	0	5.6*
CC(C)(C)C1CCc2c(sc(NC(=O)c3ccc(Cl)cc3)c2C(=O)N2CCOCC2)C1 (stereo not drawn)	-14	0.5	8	1.0
COc1ccc(N2C(=O)c3ccccc3NC2c2ccc(C(C)(C)C)cc2)cc1 (stereo not drawn)	-37	-0.1	1	0.0
CCOC(=O)c1sc2nc(SCC#N)n(Cc3cccc(Br)c3)c(=O)c2c1C	-3	0.0	3	0.4
CN(C)Cc1c(C(=O)N/N=C/c2ccc3c(c2)OCO3)nnn1-c1nonc1N	0	-0.1	3	-0.5
CCOc1cc(C=O)ccc1OS(=O)(=O)c1ccccc1	-1	0.0	12	0.6
Cc1ccc(/C=c2\sc3nc4ccccc4n3c2=O)s1	54*	-0.1	-5	-0.8
CCN(CC)C(=O)C(=O)N1CCN(c2cc(Cl)ccc2C)CC1	-5	-0.1	-8	-1.7

Entries listed so far with a tert-butyl group, in the order listed:
SMILES	TEAD-YAP block	FBW7 activator	MITF inh	GPR151 ag
CC(C)(C)C1CCc2c(sc(NC(=O)c3ccc(Cl)cc3)c2C(=O)N2CCOCC2)C1 (stereo not drawn)	-14	0.5	8	1.0
COc1ccc(N2C(=O)c3ccccc3NC2c2ccc(C(C)(C)C)cc2)cc1 (stereo not drawn)	-37	-0.1	1	0.0

Next structures.
SMILES	TEAD-YAP block	FBW7 activator	MITF inh	GPR151 ag
O=C(Nc1ccccc1)c1cc(S(=O)(=O)NCc2ccccc2)ccc1Br	0	-0.3	3	-2.0
COc1cc(NC(=O)COc2ccccc2C)cc(OC)c1	7	0.1	13	0.7
CCOc1ccc(NC(=O)C2CCCN(S(=O)(=O)c3c(C)[nH]c(=O)[nH]c3=O)C2)cc1 (stereo not drawn)	6	0.6	-4	0.8
O=C(CN(Cc1ccccc1)S(=O)(=O)c1ccc(Br)cc1)N1CCN(c2ccccc2F)CC1	2	0.0	-4	0.0
CC(C)N(C(=O)COC(=O)c1ccc(=O)[nH]n1)c1ccccc1	-3	-0.1	-1	-0.1
Cc1ccc(C)c(NS(=O)(=O)c2cc3c(cc2C)N(C)CCO3)c1	4	0.1	9	-0.4
COc1ccc(-c2cnnc(NCCc3nc(C)cc(C)n3)n2)cc1	-4	0.7	15	1.3
Cc1ncc(CO)c2cc(C(N)=S)c(=Nc3cccc(F)c3)oc12	2	-0.1	-7	-0.6
Cc1ccc(-c2cc(C(=O)N3CCOCC3)c3ccccc3n2)s1	-14	-0.1	-2	1.8
Nc1ncnc(Nc2ccccc2F)c1[N+](=O)[O-]	-17	0.0	-7	0.0
O=C(c1ccc(S(=O)(=O)Cc2cc(F)ccc2F)c([N+](=O)[O-])c1)N1CCN(c2ccccn2)CC1	5	-0.1	16	-0.5
Fc1ccc(N2CCN(C(c3ccccc3F)c3nnnn3CC3CCCO3)CC2)cc1 (stereo not drawn)	10	0.3	15	-1.2
CCCC(NS(=O)(=O)c1ccc(C)cc1)C(=O)O (stereo not drawn)	-13	0.1	-1	-0.2
CC(C)(CO)NC(=O)/C=C/c1ccc([N+](=O)[O-])cc1	-9	0.6	27	-0.1
COc1ccc(Br)cc1C(=O)CCC(=O)O	2	-0.1	0	-2.0
CCc1nnc(NC(=O)CSC2=NC(=O)C(c3ccccc3)C(=O)N2)s1 (stereo not drawn)	10	0.0	23	-1.5
CCc1cc2c(=O)n(-c3cccc(Cl)c3)c(=O)[nH]c2s1	-7	0.0	4	0.5
CS(=O)(=O)c1cccc(N2CCN(Cc3ccc(F)cc3)C2=O)c1	-8	0.1	8	-0.9
O=c1[nH]c2nc(-c3ccsc3)cnc2n1-c1ccccc1	-14	0.0	-11	-0.1
COc1ccc(C2Nc3ccccc3NC3=C2C(=O)CC(c2ccc(Cl)cc2)C3)cc1 (stereo not drawn)	-6	-0.1	7	0.0
O=C(NCCO)c1c(Cl)cccc1Cl	7	-0.1	-4	0.5
CN(C)c1ccc(-c2cnc3ccc(NCC4CC4)nn23)cc1	2	0.1	5	1.1
O=C(NCCC1=CCCCC1)c1ccc(N2CC3CC(C2)c2cccc(=O)n2C3)c(NC(=O)c2cc3ccccc3oc2=O)c1 (stereo not drawn)	5	0.1	-5	1.0
CCOc1ccc(NS(=O)(=O)c2cccc(C(=O)O)c2)cc1Br	9	-0.1	0	-0.9
COc1cc(Nc2nc(NC3CCC(O)CC3)nc3c2ncn3C(C)C)cc(OC)c1OC (stereo not drawn)	24	0.1	3	-0.8
Cc1cc(S(=O)(=O)NCC(C)C)ccc1OCC(=O)NCc1ccco1	-13	0.1	8	2.1
C=CCSc1nc2sc(C)c(C)c2c(=O)n1C	5	-0.1	-8	3.1
O=C(Nc1ccc2ccccc2c1)c1ccc(C2CCCCC2)cc1	34*	0.0	-2	1.0
CCOc1ccccc1C1C(C(=O)OCCSCC)=C(C)NC2=C1C(=O)CC(C)(C)C2 (stereo not drawn)	-4	-0.2	1	0.8
COc1cc(/C=N/Nc2ccc(F)cc2)cc(OC)c1O	7	0.1	-168	0.2
